CBFb-RUNX1 inh = inhibitors of human CBF-beta and RUNX1 interaction; AlphaScreen CBFb-His/RUNX1-biotin binding, biochemical; Potency, µM (doses to about 59.8 µM), without a hit: top-dose activity, negative = inhibition, actives largely listed as inhibitors; 230,000 tested, under 10 active; AID 1477; note: % of control where 0% means no effect
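Room-temperature protein-protein interaction test with 30 nM each of His-tagged CBF-beta and biotinylated RUNX1, 15 min with compound, then 90 min with nickel plus streptavidin beads. Signal read in AlphaScreen mode.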
TR SRC2 fluor cs = counter-screen for TRb-SRC2 inhibitors: fluorescence interference; TRb/SRC2 Texas Red total fluorescence interference; 0.29% of 280,000 active; Potency, µM (series often up to 106 µM), for the others: top-dose fluorescence change, negative = quenching; AID 1479; active = well fitted curve in either direction with a large enough effect; inconclusive = small, poorly fitted or top-dose-only effect; note: potency is the fitted concentration of half-maximal effect; % is set by controls: 0 for no effect and ±100 for the full control effect
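Human TRb ligand-binding domain at 0.6 uM with 20 nM Texas Red SRC2 peptide in Tris buffer containing 1 uM T3 and 5% DMSO, incubated with compound 5 h at ambient temperature. Total fluorescence (555/632 nm) calculated as parallel + 2 × perpendicular.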
Tau FP inhib = blocks human tau fibril formation measured by polarization; P10636; K18 P301L tau heparin fibrillization, Alexa594 FP, 6 h; Potency, µM (series often up to 57.7 µM), for the others: at the top dose activity, negative = inhibition, usual class: inhibitors; 0.39% of 280,000 active; AID 1468; note: potency is the fitted concentration of half-maximal effect; % is set by controls: 0 for no effect and ±100 for the full control effect; nearly all actives have a fitted effect of over 55% in size
Target sequence (P10636 561-689 P618L limits assumed): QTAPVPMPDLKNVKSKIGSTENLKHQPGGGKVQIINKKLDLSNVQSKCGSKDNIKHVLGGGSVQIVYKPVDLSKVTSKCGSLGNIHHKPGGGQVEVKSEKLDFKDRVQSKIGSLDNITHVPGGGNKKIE
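Heparin (20 uM) drove fibril formation of recombinant tau K18 P301L, 15 uM unlabeled with 0.24 uM Alexa 594 label, for 6 hr at 37 C in 100 mM sodium acetate pH 7. Fluorescence polarization (555/632 nm) read 1 hr after 30 uM ThT.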
Tau fluor counter = counter-screen for tau fibril formation inhibitors; tau K18 P301L Alexa594 fluorescence, heparin fibrillization; Potency, µM (highest dose often 57.7 µM), without a hit: top-dose activity change, negative = decrease; 0.93% of 280,000 active; AID 1463; note: potency is the fitted concentration of half-maximal effect; % is set by controls: 0 for no effect and ±100 for the full control effect; nearly all actives have a fitted effect of over 55% in size
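Human tau K18 P301L (15 uM unlabeled, 0.24 uM Alexa 594-labeled) in 100 mM sodium acetate pH 7 with 20 uM heparin, 6 hr at 37 C. ThT 30 uM added, 1 hr ambient; Alexa 594 FP and total fluorescence read at 555/632 nm.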
Epigenetic derep = epigenetic control regulation, reporter derepression. murine LDR cells, GFP reporter derepression, 30 h. Potency, µM (titrated, usually from 53.9 µM), without a hit: at the highest dose GFP activation, most hits filed as activators. 0.2% of 280,000 active. AID 1865; note: potency is the fitted concentration of half-maximal effect; % of control where 0% means no effect; nearly all actives have a fitted effect of over 60% in size
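Murine LDR cells carrying a silenced, genomically integrated CMV-driven GFP reporter were exposed to compound for 30 hours at 37 C. After PBS washes, GFP-positive cells (20–120 um objects) were counted by laser-scanning microplate cytometry.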
NPSR antag = neuropeptide S receptor (human) antagonism, cAMP; 1% of 220,000 active; Q6W5P4; AID 1461; CHO-NPSR cells, cAMP TR-FRET, antagonist mode; Potency, µM (doses to about 38.3 µM), without a hit: at the highest dose activity change, negative = inhibition, usual class: inhibitors; note: potency is the fitted concentration of half-maximal effect; % is set by controls: 0 for no effect and ±100 for the full control effect; nearly all actives have a fitted effect of over 50% in size; many of its hits are not listed in these tables
Target sequence (Q6W5P4 whole entry, looked up): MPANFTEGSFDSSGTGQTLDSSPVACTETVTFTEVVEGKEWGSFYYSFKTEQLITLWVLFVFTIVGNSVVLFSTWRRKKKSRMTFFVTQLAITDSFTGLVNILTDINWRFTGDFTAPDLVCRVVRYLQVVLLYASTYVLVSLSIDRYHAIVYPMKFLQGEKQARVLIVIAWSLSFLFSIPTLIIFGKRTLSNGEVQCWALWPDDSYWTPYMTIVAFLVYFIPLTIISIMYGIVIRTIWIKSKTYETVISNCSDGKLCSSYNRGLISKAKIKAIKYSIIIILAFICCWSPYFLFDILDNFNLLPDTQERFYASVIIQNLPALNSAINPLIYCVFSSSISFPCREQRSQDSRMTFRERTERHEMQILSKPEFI
TRb SRC2 PPI = TRbeta-SRC2 interaction inhibition; TRbeta-SRC2 peptide binding, fluorescence polarization; receptor liganded with 1 µM T3; Potency, µM (highest dose often 106 µM), without a hit: top-dose activity change, negative = inhibition, usual class: inhibitors; 0.065% of 280,000 active; AID 1469;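 note: potency is the fitted concentration of half-maximal effect; plate controls were bound peptide for no effect and peptide without receptor for full effect; nearly all actives have a fitted effect of over 50% in size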
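Binding of a 20-amino-acid Texas Red SRC2 peptide (20 nM) to TRb ligand-binding domain (0.6 uM) with agonist T3 at 1 uM was followed by fluorescence polarization after a 5 hr room-temperature incubation.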
aGal spleen mod = inhibitors or activators of human alpha-galactosidase in spleen homogenate. 0.008% of 240,000 active. Potency, µM (top dose mostly 80 µM), inactives show at the top dose activity change, negative = inhibition, hits mostly inhibitors. AID 2107. human spleen homogenate, 4MU-alpha-Gal fluorescence, 40 min. P06280;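 note: potency is the fitted concentration of half-maximal effect; 0% = enzyme with vehicle and -100% = no enzyme basal signal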
Target sequence (P06280 32-429 limits assumed): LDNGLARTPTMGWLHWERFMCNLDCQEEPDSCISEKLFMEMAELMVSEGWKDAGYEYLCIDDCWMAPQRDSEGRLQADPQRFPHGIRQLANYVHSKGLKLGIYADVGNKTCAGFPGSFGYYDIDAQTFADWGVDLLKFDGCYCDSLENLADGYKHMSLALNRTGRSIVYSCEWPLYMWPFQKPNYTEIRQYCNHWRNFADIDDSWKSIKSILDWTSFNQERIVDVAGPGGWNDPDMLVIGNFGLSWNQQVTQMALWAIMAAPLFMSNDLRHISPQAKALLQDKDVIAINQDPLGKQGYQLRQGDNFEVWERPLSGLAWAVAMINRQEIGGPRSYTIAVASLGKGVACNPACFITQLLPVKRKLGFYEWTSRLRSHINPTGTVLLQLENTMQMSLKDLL
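Inhibition or activation of alpha-galactosidase in human spleen homogenate is scored by 4-MU fluorescence after 40 min at 37C, pH 5.0, with 1 mM substrate. AC50s come from concentration-response fitted to the Hill equation.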
* marks the source's active call; other numbers are inactive results; ? = inconclusive; nt = not tested or not shown; & = joins results of further samples; [ ] = remark or other dose. Unless noted, calls come from the whole dose curve; as a rule, active = well fitted curve in the direction sought with a large enough effect; inconclusive = small, poorly fitted or top-dose-only effect, or another doubt; inactive = no such curve, though single readings can be large; an effect the other way counts as inactive or inconclusive.

mol | Tau fluor counter | Tau FP inhib | NPSR antag | Epigenetic derep | aGal spleen mod | CBFb-RUNX1 inh | TR SRC2 fluor cs | TRb SRC2 PPI
Cc1ccc(C(=O)Nc2nnc(-c3ccncc3)s2)o1 | -2% | -13% | ? | -0.1% | -3% | 5% | 0% | 4%
Cn1c(=O)[nH]c(=O)c2c1nc(N1CCOCC1)n2CCc1ccccc1 | 1% | 9% | -7% | 0.0% | -4% | -2% | -3% | 1%
Cc1c(NC(=O)c2ccc3c4c(cccc24)CC3)c(=O)n(-c2ccccc2)n1C | -2% | -4% | -5%[46.1 µM] | 6.8% | -6% | 4% | 1% | 1%
Cc1ccc(OCCN2CCN(C)CC2)c([N+](=O)[O-])c1 | -6% | 3% | 16% | 1.9% | 2% | 0% | -5% | -6%
Cc1ccc(Nc2nc(NCCCN3CCOCC3)nc(N)c2[N+](=O)[O-])cc1 | -4% | 3% | 17% | 0.0% | -3% | 0% | -4% | 1%
CCn1c(CNC(=O)c2cccc(C)c2)nnc1SCC(=O)NC1CCCCC1C (stereo not given) | 2% | 0% | -13%[46.1 µM] | -1.7% | -10% | 6% | -1% | -6%
CCC(C)(C)NC(=O)C(c1cccn1C)N(C(=O)Cn1nnc2ccccc21)c1ccc(F)cc1 (stereo not given) | 9% | -3% | -5%[46.1 µM] | 0.9% | 1% | 18% | 2% | -15%
CCOc1ccccc1N(CC(=O)O)S(=O)(=O)c1ccc(C)cc1 | -1% | -3% | -12%[46.1 µM] | -1.1% | 0% | -3% | 1% | 1%
Cc1cc(C(=O)CN2C(=O)NC3(CCCc4ccccc43)C2=O)c(C)n1Cc1ccco1 (stereo not given) | -1% | 12% | -21%[46.1 µM] | 0.0% | 3% | -16% | -1% | 8%
C=CCNS(=O)(=O)c1sccc1/C=N/O | 1% | -4% | ? | -0.3% | -3% | 13% | 1% | -13%
Cc1c(-c2ccc(Cl)cc2)noc1C1CCN(CCc2ccccc2)CC1 | -11%&-12% | -4%&-3% | nt | 2.1%&-1.1% | 17%&4% | 8% | -2%&0% | 11%&-1%
COc1ccc(NC(=O)Nc2nnc(N3CCCCCC3)s2)c(OC)c1 | -3% | -2% | nt | -1.9% | nt | nt | -1% | -5%
COc1ccc(OCC(O)Cn2c(NCCO)nc3c2c(=O)n(C)c(=O)n3C)cc1 (stereo not given) | 4% | 2% | nt | 3.2% | nt | nt | -3% | 11%
Cc1ccc(OCC(=O)OCc2cc(=O)n3nc(C4CC4)sc3n2)cc1C | 5% | 9% | nt | 2.9% | nt | nt | -13% | 0%
Cc1nc2c(C(=O)NCCc3ccccc3)c[nH]n2c(=O)c1Cc1ccccc1F | -15% | 3% | nt | 0.2% | nt | nt | -6% | 4%
COc1cc(CNCCc2ccccc2F)ccc1OCc1ccc(Cl)nc1 | -18% | -11% | -11%[46.1 µM] | 1.6% | -4% | 1% | -3% | -1%
Nc1c(C(=O)NCc2ccccc2)sc2nc3c(cc12)C(=O)CCC3 | -7% | -3% | -8%[46.1 µM] | 3.5% | -5% | -9% | -3% | -23%
CCn1cc2nc(SCc3cc(C)ccc3C)n(Cc3ccc(C)cc3)c(=O)c2n1 | -7% | 0% | nt | 0.7% | nt | nt | -2% | -2%
C=CCOC(=O)Nc1ccc(Cl)cc1NC(=O)OCC=C | -14% | -5% | -6%[46.1 µM] | 0.0% | -7% | 5% | -1% | 2%
Cc1ccc2oc(-c3ccc(C)c(NC(=S)NC(=O)c4cccs4)c3)nc2c1 | -11% | -12% | -34% | 4.2% | -8% | 2% | 7% | 4%
COc1ccccc1NC(=O)c1cccc(NC(=O)c2ccco2)c1 | -9% | -5% | -12%[46.1 µM] | 3.2% | 3% | 3% | -4% | 4%
CCOC(=O)c1nnn2c1nc(Nc1cccc(C(F)(F)F)c1)c1ccccc12 | 0% | -4% | ? | 0.1% | -7% | 7% | -8% | -4%
CC(=O)c1sc(-c2c(C)nc3sccn23)nc1C1CCCC1 | -7% | -7% | -9%[46.1 µM] | -0.7% | 3% | 1% | -1% | -7%
COc1ccc(CCN2C(=O)CC(Cc3cccc(C)c3)C2=O)cc1OC (stereo not given) | 1% | -2% | 0% | -4.4% | 5% | 4% | -1% | 10%
Cc1nnc(NC(=O)C(C)Oc2ccc3c(C)cc(=O)oc3c2)s1 (stereo not given) | -4% | -3% | -6%[46.1 µM] | 4.3% | 7% | 2% | -2% | -5%
CC(C)N(C(=O)CN1C(=O)C(=O)c2ccccc21)c1ccccc1 | 12% | 3% | -1% | -1.4% | 8% | -5% | -1% | -7%
CSc1nc2nc(-c3ccccc3)cc(=O)n2[nH]1 | 2% | 9% | -5%[46.1 µM] | 0.0% | -3% | 16% | -5% | -15%
O=C(Nc1cccc(Cn2cccn2)c1)c1cc2c(s1)CCCC2 | -19% | -3% | ? | 0.0% | 6% | 2% | -2% | -3%
COc1ccc(OCC(O)Cn2c(Br)nc3c2c(=O)[nH]c(=O)n3C)cc1 (stereo not given) | 2% | -1% | 1%[46.1 µM] | 1.8% | 13% | 12% | 0% | 2%
Cc1ccccc1Cn1cc(NC(=O)CCCn2nc([N+](=O)[O-])cc2C)cn1 | -14% | -5% | 3% | 0.2% | 8% | -6% | 0% | 4%

Brought forward from above: 5 entries; new compounds follow.
mol | Tau fluor counter | Tau FP inhib | NPSR antag | Epigenetic derep | aGal spleen mod | CBFb-RUNX1 inh | TR SRC2 fluor cs | TRb SRC2 PPI
CC(C)N(C(=O)CN1C(=O)C(=O)c2ccccc21)c1ccccc1 | 12% | 3% | -1% | -1.4% | 8% | -5% | -1% | -7%
CSc1nc2nc(-c3ccccc3)cc(=O)n2[nH]1 | 2% | 9% | -5%[46.1 µM] | 0.0% | -3% | 16% | -5% | -15%
O=C(Nc1cccc(Cn2cccn2)c1)c1cc2c(s1)CCCC2 | -19% | -3% | ? | 0.0% | 6% | 2% | -2% | -3%
COc1ccc(OCC(O)Cn2c(Br)nc3c2c(=O)[nH]c(=O)n3C)cc1 (stereo not given) | 2% | -1% | 1%[46.1 µM] | 1.8% | 13% | 12% | 0% | 2%
Cc1ccccc1Cn1cc(NC(=O)CCCn2nc([N+](=O)[O-])cc2C)cn1 | -14% | -5% | 3% | 0.2% | 8% | -6% | 0% | 4%
Cc1nnc(SCC(=O)OC2CC(C)CCC2C(C)C)[nH]c1=O (stereo not given) | -6% | 0% | 6%[46.1 µM] | -1.1% | 3% | 5% | -2% | -6%
O=C(O)c1ccccc1P(=O)(c1ccccc1)c1ccccc1 | -6% | -10% | 7% | -0.5% | -5% | 6% | -2% | 2%
Cc1ccc(C)c(Nc2ncccc2C(=O)NCc2cccs2)c1 | ? | -6% | -44% | 1.5% | ? | 17% | -4% | 0%
N/C(=N\OC(=O)c1cccs1)c1cccc(Br)c1 | -12% | -7% | -14% | 2.3% | -2% | 13% | -1% | 0%
CC1=CC(C)(C)Nc2ccc(OC(=O)CN3C(=O)c4ccccc4C3=O)cc21 | 16µM*[quencher] | -1% | 7.9µM* | ? | -7% | 1% | -7% | -2%
COc1cccc(C(=O)NC2CCSC2=O)c1 (stereo not given) | 5% | 1% | 3%[46.1 µM] | -0.9% | 0% | 3% | -1% | -5%
Cc1ccccc1C1NC(=S)NC2=C1C(=O)CC(C)(C)C2 (stereo not given) | -1% | 3% | 2% | 3.1% | -1% | 1% | -2% | -4%
CC(C)(C)C(=O)Nc1cc(C(F)(F)F)ccc1-n1ccnc1 | 4% | 4% | 4% | -2.6% | 0% | 30% | -4% | -4%
COc1cc(OC)c2ccc(=O)oc2c1C(CCN1CCOCC1)c1ccc(N(C)C)cc1 (stereo not given) | -13% | 5% | nt | 0.6% | -2% | -28% | -1% | 0%
O=C(CCc1nc2ccccc2[nH]c1=O)N/N=C/c1ccccc1 | -2% | 10% | 5% | 2.1% | 0% | -2% | -1% | -4%
CC(C)[C@@H](CC(=O)N[C@@H]1CCNC[C@H]1C(=O)N[C@H](CC(=O)N[C@@H](CCC(=O)O)CC(=O)O)Cc1ccccc1)NC(=O)C[C@H](CO)NC(=O)[C@@H]1CCCC[C@H]1N | -3% | -2% | nt | -1.1% | -3% | 9% | 1% | 0%
COc1cccc(C2Cc3ccccc3C(=O)O2)c1 (stereo not given) | 3% | 0% | 28% | -3.5% | -2% | 5% | -1% | 2%
CC1CN(C(=O)CCc2ccccc2)C(C)CN1C(=O)CCc1ccccc1 (stereo not given) | -10% | -2% | -6%[46.1 µM] | 1.9% | -6% | 0% | 0% | -1%
Cc1cccc(C(=O)Nc2nnc(C3=COCCO3)o2)c1 | 0% | -3% | -12% | -7.7% | 0% | -8% | 1% | -5%
C=CCOc1nc2c(c(=O)n(C)c(=O)n2C)n1Cc1ccccc1Cl | 3% | 3% | 3%[46.1 µM] | 3.2% | -8% | 1% | 0% | -12%
CCn1nc(C)c(/C=N\NC(=O)c2ccc3c(c2)OCO3)c1C | -5% | -2% | -14%[46.1 µM] | -1.6% | 2% | 2% | -1% | -6%
Cc1cccc(CSCc2ccc(C(=O)NC3CCCC3)o2)c1 | -10% | 11% | -23% | 2.1% | -3% | 0% | -1% | -4%
CCOC(=O)c1ccccc1NC(=O)Cn1cnc2c(cnn2-c2ccccc2)c1=O | -21% | ? | -3%[46.1 µM] | -1.2% | 2% | 4% | -4% | -5%
O=C(Nc1ccccc1N1CCN(C(=O)c2ccccc2)CC1)c1cc2ccccc2o1 | -10% | 2% | 4µM* | -1.1% | -16% | 4% | 1% | 10%
COC(=O)c1cc2occc2n1CC(=O)Nc1ccc(C)cc1C | -5% | -3% | -12%[46.1 µM] | 0.9% | -4% | -4% | 0% | 3%
C=CCc1cc(C=O)cc(OCC)c1OCc1ccc(Cl)cc1 | -8% | -7% | -13% | 3.0% | 12% | ? | 6% | -3%
Cc1cc(N)n(-c2cc(C)c3ccccc3n2)n1 | -21% | 5% | 20% | -0.5% | -13% | -15% | -4% | -10%
Nc1cc(=O)[nH]c(SCC(=O)Nc2ccccc2Sc2ccc(Cl)cc2)n1 | 3% | -4% | -46% | -0.8% | -8% | -5% | 1% | -7%

High-throughput results (PubChem BioAssay)

This is a subset; rates above refer to the full screens.
